CatG inh: cathepsin G (human) inhibition. inhibition, % at 5 µM (by protocol). 0.2% of 62,000 active. AID 581. purified enzyme, AMC-tetrapeptide fluorescence, pooled mixtures. P08311;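 active = inhibition above 20% in each of the two mixture wells holding the compound; inactive = inhibition of 20% or less in either well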;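 also: 0% = enzyme control without mixture and 100% = blank lacking enzyme; strong numbers were not always called active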
Target sequence (P08311 21-244 limits assumed): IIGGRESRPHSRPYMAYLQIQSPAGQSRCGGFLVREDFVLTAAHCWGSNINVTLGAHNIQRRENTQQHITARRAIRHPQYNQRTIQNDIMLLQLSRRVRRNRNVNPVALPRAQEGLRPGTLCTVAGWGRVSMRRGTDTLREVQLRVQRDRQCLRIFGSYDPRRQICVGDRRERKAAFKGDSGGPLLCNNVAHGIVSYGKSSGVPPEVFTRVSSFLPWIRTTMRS
CatB block: inhibitors of human cathepsin B; inhibition, %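 (tested at 10 µM)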; P07858; purified cathepsin B, fluorogenic substrate, fluorescence; 0.1% of 63,000 active; in the data active = inhibition above about 21%;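 also: 0% = enzyme with no compound and 100% = no enzyme blank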
C1s inh: human complement C1s inhibition; mean inhibition % of two 10-compound mixtures (hits give high values), % at 5 µM (by protocol); AID 538; purified C1s, fluorogenic AMC substrate, pooled mixtures; 0.16% of 62,000 active; P09871;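 active = inhibition above 20% in each of the two 10-compound mixture wells holding the compound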;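 also: 0% = enzyme wells lacking compound mixture and 100% = no-enzyme blank wells; some compounds called inactive have numbers as strong as hits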
Target sequence (P09871 16-437 limits assumed): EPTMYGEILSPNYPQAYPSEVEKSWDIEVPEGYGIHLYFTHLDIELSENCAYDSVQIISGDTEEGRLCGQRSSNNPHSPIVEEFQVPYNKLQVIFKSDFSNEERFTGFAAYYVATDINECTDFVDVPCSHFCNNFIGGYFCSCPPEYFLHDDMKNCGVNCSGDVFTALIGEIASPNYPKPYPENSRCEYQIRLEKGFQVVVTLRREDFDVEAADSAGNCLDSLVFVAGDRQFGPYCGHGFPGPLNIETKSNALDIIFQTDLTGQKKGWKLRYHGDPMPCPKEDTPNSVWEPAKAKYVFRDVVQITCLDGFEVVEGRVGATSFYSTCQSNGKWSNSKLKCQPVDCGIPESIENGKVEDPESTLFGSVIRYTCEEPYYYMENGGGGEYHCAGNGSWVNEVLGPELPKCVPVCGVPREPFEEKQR
Target sequence (P09871 438-688 limits assumed): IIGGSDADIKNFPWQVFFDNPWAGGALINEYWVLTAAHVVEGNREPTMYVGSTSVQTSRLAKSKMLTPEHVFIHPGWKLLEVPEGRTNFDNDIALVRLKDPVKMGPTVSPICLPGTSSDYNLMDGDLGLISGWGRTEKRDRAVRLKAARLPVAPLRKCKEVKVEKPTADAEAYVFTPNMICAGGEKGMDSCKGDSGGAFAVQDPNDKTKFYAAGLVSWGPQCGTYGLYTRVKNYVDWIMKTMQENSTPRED
A340 absorber: absorbance at 340 nm; compound absorbance at 340 nm, fold over control; 65,000 tested, under 10 active; fold change at 10 µM;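 active = at 10 µM dose, initial 340 nm absorbance at least 2 fold that of control wells; inactive = change under 2 fold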;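 also: initial absorbance extrapolated from kinetic A340 decline of NADH oxidation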
CatL inh: blocks human cathepsin L protease activity; P07711; purified cathepsin L, fluorogenic substrate, fluorescence; inhibition, %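 (tested at 10 µM)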; 0.17% of 58,000 active; AID 460; in the data active = inhibition above about 45%;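 also: 0% = enzyme with no compound and 100% = no enzyme blank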
CatS block: blocks human cathepsin S protease activity. inhibition, %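 (tested at 5 µM per compound within 10-compound mixtures)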. AID 501. recombinant cathepsin S, AMC dipeptide fluorescence, pooled mixtures. 0.06% of 62,000 active. P25774; in the data active = inhibition above about 32%, passing the limit was not always enough;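 also: 0% = enzyme without compound and 100% = blank without enzyme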
FXIIa mix inh: factor XIIa (human) inhibition, mixture screen. P00748. purified FXIIa, fluorogenic substrate, pooled mixtures. inhibition, % at 5 µM. 0.2% of 62,000 active. AID 684;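 also: 0% = enzyme without compound and 100% = no enzyme blank; some results filed as inactive read as strong as hits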
FXIa inh mix: inhibitors of human coagulation factor XIa, pooled mixtures; AID 680; purified FXIa, fluorogenic substrate; P03951; 0.19% of 62,000 active; inhibition, % at 5 µM;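 also: each value is inhibition by a whole ten-compound pool holding the compound; 0% = enzyme with no mixture and 100% = wells lacking enzyme; strong numbers were not always called active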
CatB mix inh: human cathepsin B inhibition by mixtures | P07858 | Purified cathepsin B, AMC dipeptide fluorescence, compound mixtures | inhibition, %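 (ten-compound pools at 5 µM per compound and 50 µM total)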 | 0.06% of 62,000 active; in the data active = inhibition above about 22%, passing the limit was not always enough;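 also: 0% = enzyme without compound and 100% = no enzyme blank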
An asterisk follows results filed as active; x = not tested or not shown. Rule as the data show it, unless noted: active = inhibition above about 20% (passing the limit was not always enough); inactive = the rest. An excerpt; the hit share may differ from the screen's.

SMILES	CatG inh	CatB block	C1s inh	A340 absorber	CatL inh	CatS block	FXIIa mix inh	FXIa inh mix	CatB mix inh
CC1Cc2ccccc2N1C(=O)CCN1C(=O)C2C3C=CC(C3)C2C1=O (stereo not given)	0	3	-4	0.98	7	2	7	2	0
O=P(O)(O)c1ccccc1OCc1ccccc1	-20	10	-40	0.99	16	-8	3	-9	-2
O=C(c1nn(Cc2ccccc2)c(=O)c2ccccc12)N1CCN(c2ccccn2)CC1	-13	8	-41	1	6	10	6	2	9
CCOc1ccc(N2C(=O)CC(Sc3nc(C)cc(C)n3)C2=O)cc1 (stereo not given)	9	4	13	1	x	-6	-5	7	2
O=C(Nc1ccccc1N1CCOCC1)c1ccc(Br)o1	6	3	17	1	9	-2	5	5	0
Cc1cc(C)c2c(=O)n(-c3ccccc3)[nH]c2n1	10	-1	4	1.1	-1	1	9	-1	-2
CCN1CCc2c(sc3c2c(NCc2ccco2)nc2nnnn23)C1	-6	0	-10	1.1	-33	-5	-12	-2	3
Cc1cc(NC(=O)CSc2nnc(CNc3ccc(F)cc3)n2C2CCCCC2)no1	13	1	10	0.98	16	18	1	3	3
CCC1CCc2c(sc3ncnc(N4CCOCC4)c23)C1 (stereo not given)	10	3	13	1	-4	-1	3	10	4
CCOC(=O)/C=C1\SCC(=O)N1CC(=O)Nc1ccccc1OC(F)F	10	3	6	1	-6	-6	4	-2	1
CCOC(=O)c1c(C(=O)OCC)c(C)n(N2C(=O)CSC2=S)c1C	27	11	1	1	15	2	6	11	0
Cc1ncsc1CCOC(=O)c1cccnc1	6	1	-2	1	x	-7	0	7	1
Cc1ccc2cc(S(=O)(=O)NCCCC(=O)O)ccc2c1	4	1	-2	1	6	1	4	7	1
O=C(O)Cn1ccnc1	10	-1	3	1	-9	7	3	5	-4
COc1cccc(C(=O)N(Cc2cc3cc(C)ccc3[nH]c2=O)CC2CCCO2)c1 (stereo not given)	-1	3	13	1.1	-3	11	8	4	1
COc1ccc(-c2nc(S(=O)(=O)c3ccc(C)cc3)c(N3CCCC3)o2)cc1	-3	-3	-7	1.1	5	-4	-15	1	-1
O=C(c1cccn2c(=O)c3ccccc3nc12)N1CCN(c2ccccn2)CC1	0	1	-15	1.1	-10	-5	2	37	36
COC(=O)C1(C(F)(F)F)N=C2Sc3ccccc3N2C(N2CCOCC2)=N1 (stereo not given)	-31	-2	8	1	-1	-4	4	4	3
Cc1cc(C)n(-c2nc(SCC(=O)N3CCCC3)c3c4c(sc3n2)CCCC4)n1	-3	3	0	1.1	4	0	15	5	2
Cc1nc2c(C)cccn2c1/C(O)=C1\C(=O)C(=O)N(CCN(C)C)C1c1ccncc1 (stereo not given)	1	2	3	1.1	1	6	13	9	6
CCc1ccccc1NC(=O)N1C2CCCC1CC(NC(C)=O)C2 (stereo not given)	-4	-1	-4	0.99	-4	-3	10	10	-2
CCOc1ccc(NC(=O)CN2CCN(S(=O)(=O)c3ccc(Cl)cc3)CC2)cc1	0	2	-32	0.99	7	5	-18	-3	-4
CC1CC2(CC(C)(C(=O)CSc3n[nH]c(-c4ccccc4Cl)n3)OC2=O)C(=O)O1 (stereo not given)	0	-2	4	1	7	6	0	0	-1
N#CCCn1nnc2ccccc21	12	0	5	1	12	-9	-14	3	7
O=C(O)c1ccc2c(c1)C(=O)N(c1ccc(Cl)cn1)C2=O	2	-3	4	0.97	19	8	8	12	6
CCCN(CCC)CCNC(=O)C1CCN(Cc2nc(-c3ccc(Cl)cc3)oc2C)CC1	0	-5	-29	0.99	26	15	-2	9	8
Cc1cc(NS(=O)(=O)c2ccc(NC(=O)COc3ccccc3C(C)C)cc2)no1	37	5	25*	0.98	2	-8	-2	23	6
CN(CC(=O)N1CCN(C2CCCCC2)CC1)S(=O)(=O)c1cccc2nsnc12	5	-3	1	1	-3	4	4	6	8
CC1CCN(CCn2c(=S)[nH]c3ncccc3c2=O)CC1	8	8	17	1	7	1	2	2	8
O=C(C1CCN(S(=O)(=O)c2cccc3cccnc23)CC1)N1CCN(c2ccccc2)CC1	-10	3	-35	0.99	x	-8	-10	-23	1
COc1cc(CNC2CCCC2)cc(OC)c1OC	3	2	-25	1	2	9	3	-6	1
Cc1nnc(SCCn2c(N3CCCC(C)C3)nc3c2c(=O)n(C)c(=O)n3C)s1 (stereo not given)	9	0	15	1.1	12	10	1	1	5
O=S1(=O)c2cccc3cccc(c23)N1Cc1nnc(-c2ccccc2Br)o1	4	0	4	1	-3	-23	10	6	-2
CCc1cc2c(SCC(=O)O)ncnc2s1	6	1	7	1	-8	-5	4	11	-2
CC(C)(C)n1nnc(CCc2nnn(C(C)(C)C)n2)n1	-6	8	-54	1	20	12	-1	13	3
CC1CN(S(=O)(=O)c2cccc(C(=O)OCc3cc(=O)oc4cc(O)ccc34)c2)CC(C)O1 (stereo not given)	10	0	-12	1	-3	-1	3	-4	-10
O=C(Cc1ccc(Cl)cc1)Nc1ccc(N2CCN(C(=O)c3ccco3)CC2)cc1	15	0	21	1	3	-2	-2	6	4
CCCCC(CC)CNC(=O)c1[nH]c(C)c(C(C)=O)c1C (stereo not given)	-7	3	-6	1.1	-5	-16	-15	5	-1
O=C(NCc1ccccc1)N1CCC(n2cnc3cc(F)ccc32)CC1	8	6	-9	0.97	12	-6	1	0	1
[O-][N+]1=C(c2cccs2)CN(O)C1	1	1	-3	1	-5	2	2	5	-3

Full records as entered above. Screens in order: CatG inh	CatB block	C1s inh	A340 absorber	CatL inh	CatS block	FXIIa mix inh	FXIa inh mix	CatB mix inh
Listed for [O-][N+]1=C(c2cccs2)CN(O)C1 → 1	1	-3	1	-5	2	2	5	-3
Listed for O=C(NCc1ccccc1)N1CCC(n2cnc3cc(F)ccc32)CC1 → 8	6	-9	0.97	12	-6	1	0	1
Listed for CCc1cc2c(SCC(=O)O)ncnc2s1 → 6	1	7	1	-8	-5	4	11	-2
Listed for CC(C)(C)n1nnc(CCc2nnn(C(C)(C)C)n2)n1 → -6	8	-54	1	20	12	-1	13	3

Following part
SMILES	CatG inh	CatB block	C1s inh	A340 absorber	CatL inh	CatS block	FXIIa mix inh	FXIa inh mix	CatB mix inh
CC1CCN(C(=O)CSc2nc3c(cnn3-c3ccc(Cl)cc3)c(=O)[nH]2)CC1	10	-1	2	1	13	9	2	20	3
Cc1cc(C(=O)CNCc2ccco2)c(C)n1-c1ccc(F)cc1	11	3	13	1.1	5	8	7	-1	7
COCCNC(=O)c1ccccc1-c1ccccc1C(=O)O	-7	3	-5	1	4	-4	9	-4	1
O=C(Nc1nnc(SCC(=O)N2CCCCC2)s1)C1CCCCC1	0	-3	3	1	-1	-3	-17	5	-5
CCCNC(=O)c1ccc(SC)cc1OC	-1	0	1	1	14	6	11	8	-1
COCCOC(=O)C1=C(N)OC2=C(C(=O)CCC2)C1c1cccnc1 (stereo not given)	0	-2	-8	1	x	2	9	5	-1
CN1C(=O)c2ccc(C(=O)NCc3ccccc3)cc2C1=O	1	-3	2	1.1	6	3	8	8	7
O=C(c1ccc(F)cc1)c1cn[nH]c1-c1ccccc1O	10	1	-3	1	x	4	8	7	2
CCN1C(=O)CC(C(=O)Nc2ccc(F)cc2)SC1=Nc1ccc2c(c1)OCO2 (stereo not given)	17	4	14	0.98	17	4	-17	6	4
Cc1cc(NC(=O)CSc2nnc3c(C)cc4c(C)ccc(C)c4n23)no1	5	5	0	1.1	17	-8	0	6	1
COCCn1nnnc1CN1CCC(NC(=O)c2ccc(Br)cc2)CC1	9	9	3	1.1	x	-8	-14	-1	1
CN(C(=O)C1CCN(S(=O)(=O)c2cccs2)CC1)C1CCCCC1	0	3	3	1	-5	-1	0	13	0
Cc1ccc(C2CC(c3cccc(C)c3)n3ncnc3N2)cc1 (stereo not given)	11	3	15	0.98	x	-1	3	3	-3
CN1CCC(N(C)CC(=O)Nc2cccc(Oc3ccccc3)c2)CC1	6	6	-22	1	5	1	-14	3	7
Cc1cc(NC(=O)C(C)(C)C)no1	6	0	-5	0.98	1	10	-7	6	-2
Clc1cccc(-c2nnc3sc(-c4ccccc4)nn23)c1	-6	1	-11	1	5	8	1	-3	1
Cc1cc(NC(=O)C2COc3ccccc3O2)no1 (stereo not given)	8	3	8	1	x	1	7	8	6
CCC1CCCCN1CCn1c(=S)[nH]c2cc(OC)c(OC)cc2c1=O (stereo not given)	9	1	12	1.1	5	-2	3	7	0
Cc1ccc(C(=O)NCCCn2ccnc2)o1	-2	4	-15	1	-1	-2	7	-1	10
Cc1noc(C)c1COC(=O)c1ccc2c(c1)S(=O)(=O)c1ccccc1C2=O	11	5	11	1	x	0	0	6	4
CC1CCCN(c2ccc(C(=O)NCc3cccs3)cn2)C1 (stereo not given)	2	1	2	0.99	4	3	-18	4	5
COc1cc(C)c(S(=O)(=O)Nc2ccc(CC(=O)O)cc2)cc1C	9	1	-7	0.97	0	-2	-16	3	10
COc1ccc(C(=O)Cn2nnc(-c3ccc(N4CCOCC4)cc3)n2)cc1OC	2	-1	-1	1	1	8	7	9	-5
CC1CCCCN1CCn1cnc2c([nH]c3ccccc32)c1=O (stereo not given)	1	0	-2	1	x	0	-4	5	8
COCCN1C(=O)c2ccccc2C(C(=O)NCC2CCCO2)C1c1c[nH]c2ccccc12 (stereo not given)	0	-3	-27	1	-4	6	9	7	6
CCOC(=O)c1[nH]c(C)c(/C(O)=C2\C(=O)C(=O)N(CCCn3ccnc3)C2c2ccncc2)c1C (stereo not given)	12	3	8	1.1	0	1	-7	0	-3
CC1=C(C(=O)OCC(C)C)C(c2cc3c(cc2Br)OCO3)NC(=O)N1C (stereo not given)	10	2	12	0.99	7	1	2	7	7
O=c1cc(-c2ccccc2)nc2n1Cc1ccccc1-2	1	-4	0	1	-2	4	5	12	-7
Cc1cc(O)cc(O)c1C(=O)Cc1cscn1	0	-1	1	1	-2	-6	-3	6	5
O=C(NC(=O)c1cccc(F)c1)OC[C@@H]1CCCN2CCCC[C@H]12	10	6	5	0.99	-4	-15	1	7	4
CCCCN(Cc1cc2cc(OC)ccc2[nH]c1=O)C(=O)c1ccccn1	7	3	7	1	-11	6	9	3	3
N#Cc1cc(C(=O)c2cc(Br)ccc2O)cn(C2CC2)c1=O	13	7	15	1.1	17	7	11	4	2
COc1ccc2nc3oc(C(=O)N4CCN(c5cccc(Cl)c5)CC4)cc3cc2c1	4	3	-1	1	x	0	1	4	5
CCCCN(C)CCCNC(=O)C1CC(=O)N(Cc2ccc(OC)cc2)C1 (stereo not given)	-3	7	-4	1	-6	15	5	4	7
CCOC(=O)c1ccccc1NC1OC(=O)c2ccccc21 (stereo not given)	11	1	0	1	-41	-2	6	-4	-7
CCOC(=O)C1CCN(C(=O)c2ccc(Br)o2)CC1	7	6	-13	1	2	-1	6	1	3
O=C(Cn1cnc2c(cnn2-c2ccccc2)c1=O)OCc1ccccc1	8	-2	7	0.99	5	-2	12	8	-4
CCOc1ccc(-c2nnc(NC(=O)CCCOc3cccc(C)c3)o2)cc1	7	8	0	1	x	4	-1	5	2
CCOC(=O)CCC(NC(=O)c1ccc(NCN2C(=O)c3ccccc3C2=O)cc1)C(=O)OCC (stereo not given)	-1	-2	-4	1.1	27	10	11	19	-2
Cn1c(SCC2CCCCC2)nnc1-c1ccncc1	1	0	4	0.95	-4	3	-1	5	7
O=C(CSc1ncc(-c2ccc(F)cc2)[nH]1)Nc1cccc(O)c1	9	4	5	1	6	-2	8	4	4
O=C(COC(=O)C1(c2ccccc2F)CCCC1)NC1CCS(=O)(=O)C1 (stereo not given)	-1	7	-11	1	-1	-1	1	0	1
O=S(=O)(c1ccc(-c2nnc(SCc3nnc(-c4ccccc4)o3)o2)cc1)N1CCCC1	-3	2	-1	1.1	2	-3	11	4	1
Cc1nnn(C23CC4CC(CC(C4)C2)C3)n1	6	x	3	1.1	x	-9	15	3	3
Cc1cc2c(s1)c1cnn(CC(=O)NCCc3ccccc3)c(=O)c1n2C	6	0	-3	0.99	1	20	-8	8	-2

Source: PubChem
